Compound activity as filed in PubChem.
S3 lipid droplet: qHTS Assay for Lipid Storage Modulators in Drosophila S3 Cells | Drosophila S3 cells, BODIPY lipid droplet fluorescence, 18-24 h; cells fed with added oleic acid | Potency in µM for hits, for the others lipid storage change, negative = inhibition, % at the top dose, mostly 46.1 µM | 0.64% of 320,000 active | AID 2685; active = well fitted inhibition curve with a large enough effect in the signal ratio, with a control signal flat, not every such curve was filed as active; inconclusive = small, poorly fitted or top-dose-only effect, or effect the other way, or a change in a side signal; the % refers to the signal ratio
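Drosophila S3 cells got compounds at several concentrations plus oleic acid (400 uM solution). Laser-scanning cytometry with 488 nm excitation read lipid droplets at 500-530 nm and cells at 575-640 nm. Percent activity was relative to 20 uM Triacsin C.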
S3 lipid droplet cell count max: recorded beside S3 lipid droplet, whose call it bears; cell number change, %; measured here: cell count max response;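 cells counted by Cell Tracker Red CMTPX staining in the red channel; peak over a dose series mostly up to 46.1 µM; percent activity relative to internal control wells on each plate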
* hit, by the source's call; i = inactive; ? = inconclusive; . = no result given; [ ] = remark or other dose. % is scaled to controls: 0 for no effect and ±100 for the full control effect; potency is read from the fitted curve at half-maximal effect. A portion of the library, so the mix of outcomes need not match the whole.

S3 lipid droplet,S3 lipid droplet cell count max,Molecule
1%,5,Cn1c(=O)[nH]c(=O)c2c1nc(CN1CCOCC1)n2Cc1ccccc1
?,.,COc1ccc(COC(=O)C2=C(C)NC(=O)NC2c2ccc(OC)cc2)cc1 (stereo not drawn)
6%,4,CC(=O)Nc1ccccc1-c1nnn(CC(=O)Nc2ccc3c(c2)OCCO3)n1
?,.,O=C(NCc1cccs1)c1ccc(Cl)c(S(=O)(=O)N2CCCC2)c1
?,.,CC(C)Cn1c(N)c(C(=O)CSc2nnc(C3CC3)n2C2CC2)c(=O)n(C)c1=O
?,.,CCc1cccc(CC)c1NC(=O)C[n+]1cccc(C(N)=O)c1
-23%,0,COc1ccc2[nH]cc(CCNC(=O)COc3cc(C)cc4oc(=O)cc(C)c34)c2c1
?,.,Cc1ccc(S(=O)(=O)N(C)c2ccc(C(=O)N3CCCCC3)cc2)cc1
?,.,Cc1cccc(C)c1OCCNC(=O)c1ccc2ccccc2n1
?,.,COc1ccc(CN(C)C(=O)C2CCN(C(=O)Nc3ccccc3)CC2)cc1
?,.,COCCCNC(=O)Nc1ccc(F)cc1F
?,.,O=C(CCCc1ccccc1)Nc1ccnn1C1CCN(Cc2ccccc2)CC1
-7%,-7,COC(=O)c1cc(Cl)c(NC(=O)c2cc3ccccc3o2)cc1OC
10%,14,Cc1cc(C)n2nc(C(=O)NNC(=O)c3ccccc3)nc2n1
?,.,COc1cc(CNc2ccc3[nH]c(=O)[nH]c3c2)ccc1OCc1ccc(F)cc1
7%,3,COc1cc(CNCC(C)C)c(Br)cc1OCC(=O)NCc1ccccc1
?,.,Cc1ccc(NC(=O)COC(=O)CCc2nc3ccccc3c(=O)[nH]2)cc1Cl
?,.,COc1ccccc1N(CC(=O)NCCSCc1ccco1)S(=O)(=O)c1ccccc1
?,.,CC1CN(C(=O)CSc2nc(-c3ccc(F)cc3)cs2)CC(C)O1 (stereo not drawn)
-12%,0,CC1(C)CC(=O)C(C=NCCN2CCNCC2)=C(O)C1
?,.,O=C(NCc1ccco1)c1ccc2c(=O)n(Cc3ccco3)c(SCC(=O)N3CCCC3)nc2c1
?,.,CCn1c(Oc2ccccc2C)nc2c1c(=O)n(C)c(=O)n2C
-5%,-14,COc1ccc(OC)c(C2=NOC(C(=O)NCC3CCCO3)C2)c1 (stereo not drawn)
6%,-13,CC(=O)Nc1ccc(C(=O)COC(=O)CCc2ccccc2)c(F)c1
5%,8,Cc1cc(NC(=O)CSc2nccn2-c2cccc(Cl)c2)no1
?,.,Cc1ccc(S(=O)(=O)N2CCC(C(=O)N/N=C/c3cccnc3)CC2)cc1
-6%,-4,COC(=O)C1=C(N)Oc2c(oc(CO)cc2=O)C1c1c(F)cccc1Cl (stereo not drawn)
13%,2,COc1cccc(C(=O)C2CCCN(C(=O)CCC3=NNC(=O)CC3)C2)c1 (stereo not drawn)
?,.,O=c1cc(N=Nc2ccc(Cl)cc2)[nH]c(=O)[nH]1
?,.,Cc1ccc(NC(=O)CSCC(=O)Nc2cccc(S(=O)(=O)N3CCCCCC3)c2)cc1
?,.,O=C1CC(Sc2ncccn2)C(=O)N1c1ccccc1 (stereo not drawn)
1%,5,CC1(CC(=O)N/N=C/c2cc3c(cc2Br)OCO3)OCCO1
-4%,22,COc1cc(C(=O)NCCN2CCCC2)cc(OC)c1OC
?,.,O=C(O)CN1C(=O)/C(=C\c2ccccc2OCc2ccc(F)cc2)SC1=S
23%,27,COc1ccc(COc2ccccc2C(=O)Nc2ccccn2)cc1[N+](=O)[O-]
?,.,Nc1ccc(-c2nc3ccc(N)cc3o2)cc1
1%,6,O=C(NC(NCCCN1CCOCC1)(C(F)(F)F)C(F)(F)F)C1CCCCC1
?,.,O=C(NC1CCCCC1)c1ccc(CS(=O)Cc2ccccc2Cl)o1 (stereo not drawn)
i,5,Cc1cc(C)n2ncc(C(=O)NCc3cccnc3)c2n1
?,.,COc1ccc(C(=O)C2CCCN(C(=O)C3=CCCC3)C2)c(C)c1 (stereo not drawn)
i,30,Cc1ccc(NC(=O)CSc2nnnn2-c2cccnc2)c(C)c1
4%,26,CCOC(=O)C1(Cc2ccccc2)CCN(Cc2cnn(C(C)C)c2)CC1
?,.,O=C1OC(CN2CCOCC2)CN1N=Cc1ccc([N+](=O)[O-])o1 (stereo not drawn)
?,.,Cc1ccccc1C(=O)c1c[nH]c(C(=O)NCCc2ccccn2)c1
4%,2,COc1cc(C(=O)Nc2ccc3c(c2)C(=O)N(CCC(=O)O)C3=O)cc(OC)c1OC
-9%,-12,Cc1nn(C)cc1/C=N/NC(=O)c1ccco1
25%,-19,Cc1ccc(/C=N/NC(=O)c2c[nH]c3ccccc23)s1
?,.,Cc1ccc(CNCC(=O)Nc2ccc(C)cc2Br)cc1
-2%,-23,CC(=O)c1ccc(NC(=S)N(C)C2CCN(C)CC2)cc1
?,.,COC(=O)c1ccc(N2C(=O)CC(N3CCOCC3)C2=O)cc1 (stereo not drawn)
1%[9.22 µM],21,Cc1ccnc(NC(=O)c2ccc(Cl)cc2Cl)n1
i,.,O=C(N/N=C\c1c(F)c(F)c(F)c(F)c1F)c1ccc(-c2ccccc2)cc1
i,-13,O=C(Nc1ccccc1O)c1ccc2c(c1)C(=O)N(Cc1ccco1)C2=O
-8%,11,Cc1cc(NC(=O)CSc2nc3ccsc3c(=O)n2CCCCC(=O)O)no1
17%,.,CC(CNC(=O)CCS(=O)(=O)c1ccc2c(c1)NC(=O)CO2)c1ccccc1 (stereo not drawn)
-3%,-17,COc1cccc(C(=O)N/N=C(\C)c2ccc(NC(=O)Cc3ccccc3)cc2)c1OC
7%,-14,Cc1nc([N+](=O)[O-])c(C(=O)OCc2cccc(Br)c2)n1C
-18%,3,Cc1ccn2c(NC(=O)C(C)(C)Oc3ccc(Cl)cc3)c(-c3cccs3)nc2c1
?,.,COc1ccc(-c2coc3cc(O)cc(O)c3c2=O)cc1OC
?,.,NC(=O)c1ccc(N=C2C(=O)Nc3ccc([N+](=O)[O-])cc32)cc1

(continued)
S3 lipid droplet,S3 lipid droplet cell count max,Molecule
8%,-5,COC(=O)c1ccsc1-n1cc(C#N)c(=O)n(C)c1=O
?,.,COc1ccc(-n2c(SCC(C)=O)nc3sc(C)c(C)c3c2=O)cc1
?,.,CCN(C(=O)COc1cc(=O)n(C)c2ccccc12)c1cccc(Cl)c1
-9%,5,CCC1=C(c2ccc(C)cc2)S(=O)(=O)N=C1N1CCC(C(=O)NCCCN2CCCCC2)CC1
2%,-1,CCN(CC)CCNC(=O)Cn1c(=O)c2cccn2c2ccc(F)cc21
?,.,CCn1c(=O)cc(C(=O)OC)sc1=Nc1ccc(F)c(F)c1
?,.,Cn1c(C(=O)NCCN2CCc3ccccc3C2)cc2c(=O)[nH]c3ccccc3c21
?,.,Cc1nc(SCc2ccccc2F)c2oc3ccccc3c2n1
?,.,CC1CCCN(C(=O)CN2C(=O)CSc3ccc(S(=O)(=O)N4CCOCC4)cc32)C1 (stereo not drawn)
?,.,Cc1ccc(S(=O)(=O)N2CCN(c3ccccc3)CC2)c(C)c1
?,.,CCN(Cc1nc(-c2ccc(OC)c(OC)c2)no1)C(=O)c1ccc2c(c1)OCO2
-14%,-8,COCCCNc1nc2nonc2nc1N1CCN2CCCC2C1 (stereo not drawn)
-7%,-29,CCN(CC)C(=O)Cn1cc(C(=O)C(=O)Nc2ccc3c(c2)OCCO3)c2ccccc21
?,.,COc1ccc2cc(C(=O)Nc3ccc(F)cc3)sc(=O)c2c1OC
?,.,CC1(C)CN2C(=S)N(c3ccccc3)C(c3ccccc3)N2C1 (stereo not drawn)
-12%,1,COc1ccc(-c2nc(CN3CCN(C(=O)c4ccco4)CC3)c(C)o2)c(OC)c1C
?,.,CCN(C(=O)Cn1cnc2ccccc2c1=O)C1CCS(=O)(=O)C1 (stereo not drawn)
19%,23,Cc1ccc(SCC(=O)OCC(=O)NCCNC(=O)COC(=O)CSc2ccc(C)c(C)c2)cc1C
?,.,Cc1cc(C)cc(NC(=S)NCc2ccc(F)cc2)c1
i,.,Cc1cc(OCc2cc(C(=O)N(C)CCOc3ccccc3)no2)cc(C)c1Cl
?,.,NC(=O)C1(S(=O)(=O)c2ccccc2)CCCCC1
i,-5,CCc1ccc(N2CC(C(=O)NC3CCCCC3C)CC2=O)cc1 (stereo not drawn)
-24%,23,COc1ccc2nc(NC(=O)C3CCN(C(=O)c4ccc(F)cc4)CC3)sc2c1
-2%,-6,COc1cc(NC(=S)N(C)C)c(OC)cc1Cl
5%,-5,CC(C)CSc1nc(N2CCOCC2)c2c(c1C#N)CC(C)(C)SC2
?,.,O=C(CCC(=O)N1CCN(c2ccccn2)CC1)Nc1nnc(C2CCCCC2)s1
7%,-3,N#Cc1c(N)oc(-c2ccco2)c1-c1ccco1
-13%,-5,COc1ccccc1OCc1ccc(C(=O)NCc2cccnc2)o1
?,.,CC1(C)CC(=O)c2c(oc3ccc(NS(=O)(=O)c4cccc5cccnc45)cc23)C1
?,.,CC(=O)N/C(=C/c1cccnc1)C(=O)Nc1ccc(Cl)cc1
9%[0.0737 µM],-1,CCCCc1nnc(NC(=O)c2oc3ccc(OC)cc3c2C)s1
i,-14,Brc1cccc(-c2nc3cccnc3nc2-c2cccc(Br)c2)c1
i,.,COc1ccc(Cl)cc1NC(=O)CN(C)C(=O)c1n[nH]c2ccccc12
?,.,CCN(c1ccccc1)S(=O)(=O)c1ccc(OC)c(N=N/C(C(=O)Nc2ccccc2)=C(/C)O)c1
7%,-16,COc1ccc(Nc2nnc(C)c3ccccc23)cc1C(N)=O
?,.,COc1ccc(CN2CCN(Cc3ccccc3F)CC2)cc1OC
?,.,CCN(CC)C(=O)c1[nH]cnc1C(=O)Nc1ccon1
?,.,COCCCNC(=O)c1c[nH]c2ccc(S(=O)(=O)N(C)c3ccccc3C)cc2c1=O
-3%,13,CC(=O)N1CCOc2cc(S(=O)(=O)N3CCN(c4ccccc4)CC3)c(Cl)cc21
12%,2,Cc1cc(=O)oc(C)c1C(=O)N1CCCc2ccccc21
?,.,CCOc1ccc(/C=C/C(=O)NCCc2ccc(OC)c(OC)c2)cc1
5%,-3,Cc1cc(Cl)ccc1NC(=S)NCC(C)C
?,.,COc1ccc(C(CNC(=O)c2ccccc2SC)N(C)C)cc1 (stereo not drawn)
9%,-20,COc1ccc(C(=O)Oc2ccc(-c3nnco3)cc2)cc1S(=O)(=O)N1CCOCC1
-3%,1,COCCCNC(=O)CC(NS(=O)(=O)c1ccc(C)cc1)c1ccco1 (stereo not drawn)
18%,22,CCOC(=O)C1=C(COC(=O)COc2cc(C)ccc2C)NC(=O)NC1C (stereo not drawn)
?,.,CC1CCC(NC(=O)c2cc3c(=O)n(C)c4ccccc4c3n2C)CC1 (stereo not drawn)
?,.,COc1cccc(C(C(=O)NC(C)(C)C)N(CCc2ccccc2)C(=O)CCC(=O)Nc2cc(C)on2)c1OC (stereo not drawn)
?,.,O=C(/C=C\Nc1ccc(Cl)cn1)c1ccc(Br)cc1
-22%,-4,Cc1ccnc(NS(=O)(=O)c2ccc(NC(=O)c3ccc(N4C(=O)CCC4=O)cc3)cc2)n1
4%,-13,CC(NC(=O)CSc1ccccc1)c1ccccc1 (stereo not drawn)
19%,17,O=C(C/C=N\OCc1ccc([N+](=O)[O-])cc1)Nc1ccc(F)cc1F
?,.,COC(=O)c1[nH]c2cccc(OC)c2c1NC(=O)CCN1CCSCC1
?,.,O=S(=O)(c1ccc2oc3ccccc3c2c1)N1CCOCC1

Grouped by structure: the compounds so far with fluorine
S3 lipid droplet,S3 lipid droplet cell count max,Molecule
?,.,COCCCNC(=O)Nc1ccc(F)cc1F
?,.,COc1cc(CNc2ccc3[nH]c(=O)[nH]c3c2)ccc1OCc1ccc(F)cc1
?,.,CC1CN(C(=O)CSc2nc(-c3ccc(F)cc3)cs2)CC(C)O1 (stereo not drawn)
6%,-13,CC(=O)Nc1ccc(C(=O)COC(=O)CCc2ccccc2)c(F)c1
-6%,-4,COC(=O)C1=C(N)Oc2c(oc(CO)cc2=O)C1c1c(F)cccc1Cl (stereo not drawn)
?,.,O=C(O)CN1C(=O)/C(=C\c2ccccc2OCc2ccc(F)cc2)SC1=S
1%,6,O=C(NC(NCCCN1CCOCC1)(C(F)(F)F)C(F)(F)F)C1CCCCC1
i,.,O=C(N/N=C\c1c(F)c(F)c(F)c(F)c1F)c1ccc(-c2ccccc2)cc1
2%,-1,CCN(CC)CCNC(=O)Cn1c(=O)c2cccn2c2ccc(F)cc21
?,.,CCn1c(=O)cc(C(=O)OC)sc1=Nc1ccc(F)c(F)c1
?,.,Cc1nc(SCc2ccccc2F)c2oc3ccccc3c2n1
?,.,COc1ccc2cc(C(=O)Nc3ccc(F)cc3)sc(=O)c2c1OC
?,.,Cc1cc(C)cc(NC(=S)NCc2ccc(F)cc2)c1
-24%,23,COc1ccc2nc(NC(=O)C3CCN(C(=O)c4ccc(F)cc4)CC3)sc2c1
?,.,COc1ccc(CN2CCN(Cc3ccccc3F)CC2)cc1OC
19%,17,O=C(C/C=N\OCc1ccc([N+](=O)[O-])cc1)Nc1ccc(F)cc1F
